Screening results as filed in PubChem.
H1N1 NS1A inhibition – H1N1 influenza NS1A inhibitors, functional cell based assay (AID 504329) | NS1A functional cell-based assay, percent inhibition; higher % means a stronger effect | 340,000 tested, 0.3% active | inhibition, % at 12.5 µM, or IC50 in µM where a hit was titrated; in the data active = a potency from the dose series; inconclusive = inhibition above about 27% without an active follow-up result; note: strong numbers were not always called active
M. tuberculosis HTS – M. tuberculosis growth inhibition, HTS (AID 449762) | M. tuberculosis H37Rv growth inhibition, 7H9 media; higher % means a stronger effect | inhibition, % at 25 µM; hits with a dose series show IC50 in µM | 330,000 tested, 0.59% active; in the data active = a potency from the dose series; inconclusive = inhibition above about 70% without an active follow-up result;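 note: bacterial growth assessed after seven days of incubation; strong numbers were not always called active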
inhibitors of VEEV – inhibitors of VEEV TC-83 cytopathic effect, confirmation, Vero cells (AID 588727). Vero cells, VEEV TC-83 cytopathic effect inhibition; higher % means a stronger effect. inhibition, % at 20 µM; hits with a dose series show IC50 in µM. 350,000 tested, 0.13% active; in the data active = a potency from the dose series; inconclusive = inhibition mostly from about 14% at the one dose, without a potency; inactive = the rest, 99 in 100 with inhibition below about 12%; note: strong numbers were not always called active
tuberculosis growth – growth inhibition of non-replicating M. tuberculosis (AID 488890); inhibition, % at 25 µM; hits with a dose series show IC50 in µM; 320,000 tested, 0.39% active; Mycobacterium tuberculosis non-replicating, growth inhibition; higher % means a stronger effect; in the data active = a potency from the dose series; inconclusive = inhibition mostly from about 82% at the one dose, without a potency; inactive = the rest, 99 in 100 with inhibition below about 76%;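 note: plate controls were DMSO cells for no effect and high antibiotic wells for full effect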
Salmonella PhoP GFP – PhoP regulon inhibitors, Salmonella typhi PhoP promoter GFP reporter, confirmatory (AID 1850) | 310,000 tested, 0.33% active | one-dose inhibition, % at 50 µM; IC50 in µM for titrated hits | Salmonella Typhi PhoP-promoter GFP reporter, fluorescence, 4 h; higher % means a stronger effect; in the data active = a potency from the dose series; inconclusive = inhibition mostly from about 25% at the one dose, without a potency; inactive = the rest, 99 in 100 with inhibition below about 19%;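 note: 0% = induced wells with vehicle and 100% = uninduced wells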
inhibitors of VEEV 10K pilot screen – second read-out of inhibitors of VEEV, no call of its own (marks repeat the call); inhibition, %; measured here: 10K pilot screen inhibition
Starred values were filed as active, the others as inactive; i = inactive; ? = inconclusive; · = no result given.

SMILES	H1N1 NS1A inhibition	M. tuberculosis HTS	inhibitors of VEEV	tuberculosis growth	Salmonella PhoP GFP	others
COc1ccc(N2CCN(CCCNC(=O)Cn3c(=O)c4cccn4c4cccnc43)CC2)cc1	16%	1%	2.6%	27%	8%
O=C(COc1cccc2cccnc12)N/N=C/c1cccn1-c1ccc(F)cc1	-4%	-2%	29%	38%	8%
COc1ccc(-c2nc(C#N)c(N3CCOCC3)o2)cc1OC	-14%	0%	2.5%	4%	-19%
O=C(Nc1ccc(S(=O)(=O)N2CCOCC2)cc1)C1CCN(S(=O)(=O)c2ccc(Cl)cc2)CC1	-7%	·	2.2%	·	·
COc1ccc(C(=O)Nc2ccc(/C(C)=N/NC(=O)c3ccncc3)cc2)cc1	-17%	?	1.2%	62%	-3%
COc1ccc(N2CC(=O)N(c3ccccc3)C2=S)cc1	-11%	2%	0.6%	38%	-12%
CCN1C(=O)N(C)[C@@H](c2ccccc2)C(C(=O)OC)=C1C	-5%	3%	3.0%	10%	12%
CN(C)CCCNC(=O)c1cc(C(=O)C2CCCCC2)c[nH]1	-1%	-9%	0.7%	-9%	14%
CC(NS(=O)(=O)c1ccc2c(c1)oc(=O)n2C)c1ccccc1 (centres undefined)	-15%	-2%	3.8%	-7%	-15%
O=C(Nc1ccc(Cl)cc1)c1csc(-c2ccncc2)n1	-17%	66%	1.6%	73%	-2%
Cc1cccc(C=Nc2ccc3c4c(cccc24)CC3)c1O	9%	-2%	i	0%	-7%
Cc1cc(CNC(=O)COC(=O)c2ccc(Cl)c(N)c2)cc(C)c1O	11%	3%	3.2%	36%	8%
CCC(=O)NCCc1nc2cc(NC(=O)COc3ccccc3)ccc2n1C	3%	-3%	0.7%	-8%	-9%
CCN(CC)S(=O)(=O)c1ccc(S(=O)(=O)N2CCCC2C(=O)O)cc1 (centres undefined)	25%	3%	1.1%	22%	-3%
CCC(=O)Nc1sc(C(=O)OC)c(C)c1C(=O)OC	-10%	7%	1.0%	43%	-5%
C=C1C(=O)O[C@H]2C[C@H]1[C@@H](OC(C)=O)C/C(C)=C/CC/C(C)=C\CC[C@]2(C)O	-18%	·	i	·	·
CCOc1ccc(C(=O)NCC(=O)OCC(=O)N2CCC(C)CC2)cc1	19%	1%	i	-13%	9%
C/C(=N\NC(=O)Cc1ccc(Cl)cc1)c1cccnc1	8%	4%	3.2%	-16%	-4%
CN(C)C(=O)CN(C)S(=O)(=O)c1ccc(Cl)cc1	-7%	3%	5.4%	-10%	-9%
CCn1c(C)c(C(C)=O)c(N2CCCCC2)nc1=S	-56%	-17%	i	-7%	-6%
CC(C)CN(C(=O)CC1CCCC1)c1c(N)n(Cc2ccccc2)c(=O)[nH]c1=O	-5%	-6%	7.5%	12%	0%
COC(=O)[C@H](CCSC)NC(=O)Nc1cccc(C)c1C	11%	1%	i	-4%	8%
CN(C)c1ccc(/C(=N\O)C(F)(F)F)cc1	24%	5%	i	17%	-2%
Cc1cccc(OCC(=O)NCC(=O)N/N=C/c2cccnc2)c1	-18%	1%	1.5%	-10%	4%
NNC(=O)c1csc(COc2cc(Cl)cc(Cl)c2)n1	·	10%	1.8%	8%	-4%
COc1ccccc1NC(=O)CC1COc2ccccc2O1 (centres undefined)	6%	-3%	3.6%	34%	1%
C[C@H](NC(=O)c1nc[nH]c1C(=O)NCc1ccc(CNC(=O)OC(C)(C)C)cc1)c1ccccc1	-11%	19%	8.7%	70%	·
CCN(CCO)C(=O)C12CCC(C)(C(=O)C1)C2(C)C (centres undefined)	-1%	-6%	i	-6%	-9%
Cc1cc(C)c(S(=O)(=O)N2CCCC2CNC(=O)c2ccc3c(c2)OCO3)c(C)c1 (centres undefined)	6%	37%	6.2%	41%	5%
Cc1c(C(=O)N2CCOCC2)c(S(=O)(=O)Nc2cccc(C#N)c2)c(C)n1C	-4%	4%	i	4%	1%
CCCCNC(=O)[C@@H]1CC=C[C@@H]2CCN(C3CC3)C(=O)[C@@H]21	-12%	-1%	0.1%	-13%	-1%
COc1cc(NC(=O)c2cccnc2Sc2ccc(Cl)cc2)cc(OC)c1OC	-8%	-9%	2.1%	-8%	-7%
COc1ccc(C(=O)COc2ccc(F)cc2)c(O)c1C	-4%	-7%	4.5%	0%	-15%
CNC(=O)c1ccc(Nc2nnc(-c3ccc(C)c(S(N)(=O)=O)c3)c3ccccc23)cc1	0%	4%	1.8%	-1%	-6%
NS(=O)(=O)c1ccc(NC(=O)c2ccc(F)cc2F)c(NC(=O)c2ccc(F)cc2F)c1	8%	-1%	i	0%	5%
O=C(CNC(=O)c1ccccc1Cl)Nc1ccc(F)cc1	-4%	11%	i	-17%	13%
COCCOn1c(SCCOC)nc2ccccc2c1=O	10%	20%	i	10%	3%
COc1ccc(C)cc1NC(=O)C1CC(=O)N(CCc2ccccc2)C1 (centres undefined)	8%	11%	1.2%	2%	-17%
N#Cc1c(=O)c2nc(NCc3ccccc3)ncc2n2ccccc12	46%	-4%	1.7%	-8%	0%
NC(=O)c1ccsc1NC(=O)COC(=O)/C=C/c1ccccc1[N+](=O)[O-]	-9%	58%	4.0%	12%	·
O=C(Nc1ccc(S(=O)(=O)Nc2nccs2)cc1)c1cccc(S(=O)(=O)N2CCOCC2)c1	-3%	12%	0.0%	9%	12%
CCOC(=O)C1CCN(C(=O)CSc2ccc(Cl)cc2)CC1	4%	-4%	1.6%	52%	-1%	inhibitors of VEEV 10K pilot screen=1.3
CC(=O)N1CCc2cc3nc(C)cc(C)c3cc21	-9%	36%	1.5%	?	-3%
Cc1ncccc1C(=O)N1CCCC(CCC(=O)N2CCN(c3ccccn3)CC2)C1 (centres undefined)	1%	-3%	2.6%	-9%	4%
O=C(CN1C(=O)CSc2ccc(S(=O)(=O)N3CCOCC3)cc21)N1CCCCC1	-4%	4%	i	-15%	1%
CC1=NN(C(=S)Nc2ccccc2)C(C)(C)C1	-3%	0%	2.2%	-1%	5%
CC(OC(=O)C1CCN(S(=O)(=O)c2ccc(C(C)(C)C)cc2)CC1)C(=O)N1CCOCC1 (centres undefined)	-4%	-4%	0.5%	12%	2%
O=C(NC1CCC(O)CC1)c1cc(Cl)c2c(c1)OCCO2 (centres undefined)	-5%	5%	2.1%	-12%	·
CC(C(=O)NCc1ccc(Cl)cc1)n1cccc1C(=O)c1ccccc1 (centres undefined)	-4%	15%	1.4%	13%	-21%
Cc1ccc(NC(=O)C2CC(=O)N(Cc3ccccc3)C2)nc1 (centres undefined)	-2%	1%	0.0%	-2%	4%
CCCCn1nnnc1NCc1cccs1	-4%	-1%	i	61%	-3%
O=C1CC(c2ccc(S(=O)(=O)NCc3ccccc3)cc2)CN1 (centres undefined)	10%	-2%	i	-5%	3%
CCCn1c(=N)c(S(=O)(=O)c2ccccc2)cc2c(=O)n3cccc(C)c3nc21	4%	2%	0.8%	-1%	-11%
CN(C)CCNc1ncnc2ccccc12	-3%	2%	i	-11%	-3%
CC(C)(CO)NCc1ccccc1OCC(=O)Nc1ccccc1	8%	-10%	i	10%	-12%
Cc1ccc(S(=O)(=O)N2CCOCC2)cc1NC(=O)COC(=O)c1cc(=O)c2ccccc2o1	0%	1%	i	2%	0%
CCN(CC)CCN1C(=O)C(=O)/C(=C(/O)c2ccccc2)C1c1ccccc1F (centres undefined)	-1%	-7%	0.2%	-2%	-5%
C=CCNc1nc(C(=O)OCC(=O)c2ccc(F)cc2)cs1	4%	-9%	0.8%	?	8%
CCOC(=O)C1=CN(Cc2ccco2)S(=O)(=O)N(C)C1c1ccccc1 (centres undefined)	-4%	·	i	·	·
CC(C)c1ccc(NC(=O)C2CCCCC2C(=O)O)cc1 (centres undefined)	-5%	?	2.6%	22%	-7%

5 successive records from above:
SMILES	H1N1 NS1A inhibition	M. tuberculosis HTS	inhibitors of VEEV	tuberculosis growth	Salmonella PhoP GFP	others
CCCn1c(=N)c(S(=O)(=O)c2ccccc2)cc2c(=O)n3cccc(C)c3nc21	4%	2%	0.8%	-1%	-11%
CN(C)CCNc1ncnc2ccccc12	-3%	2%	i	-11%	-3%
CC(C)(CO)NCc1ccccc1OCC(=O)Nc1ccccc1	8%	-10%	i	10%	-12%
Cc1ccc(S(=O)(=O)N2CCOCC2)cc1NC(=O)COC(=O)c1cc(=O)c2ccccc2o1	0%	1%	i	2%	0%
CCN(CC)CCN1C(=O)C(=O)/C(=C(/O)c2ccccc2)C1c1ccccc1F (centres undefined)	-1%	-7%	0.2%	-2%	-5%

New compounds follow:
SMILES	H1N1 NS1A inhibition	M. tuberculosis HTS	inhibitors of VEEV	tuberculosis growth	Salmonella PhoP GFP	others
O=C(NCCS(=O)(=O)N1CCN(c2ccccc2)CC1)c1cccc(F)c1	6%	2%	2.6%	-10%	2%
CCOC(=O)C1CCCN(S(=O)(=O)c2cc3c(cc2Cl)NC(=O)CO3)C1 (centres undefined)	-1%	-6%	1.0%	-23%	-10%
O=C(OCC(=O)N1CCN(C(=O)c2ccco2)CC1)c1ccccc1NCCO	-9%	-4%	1.4%	1%	-4%
CC(C)N(C(=O)CSc1nnc(NC(=O)Cc2cccs2)s1)C(C)C	1%	4%	1.2%	2%	1%
CCOC(=O)c1c(NC(=O)CSc2ncn[nH]2)sc(C(=O)N(C)C)c1C	6%	-7%	0.2%	2%	2%
O=C(CC(O)(C(F)(F)F)C(F)(F)F)Nc1ccc(Cl)c(Cl)c1	-15%	?	6.6%	?	2%
CN(CCOc1ccccc1)C(=O)CCc1c[nH]c2ccccc12	3%	4%	0.2%	11%	10%
C/C=C/C=C/C(=O)N1CC[C@]23c4ccccc4N[C@H]4N(C)c5cccc6c5[C@]42CCN([C@H]6C2OC2(C)C)[C@H]13 (some centres undefined)	15%	-12%	6.5%	2%	6%
O=C(CN(Cc1cccs1)C(=O)CNS(=O)(=O)c1ccc(F)cc1)NCc1ccco1	-5%	-6%	0.2%	-2%	-5%
CCCCNC(=O)CSc1nc2ccsc2c(=O)n1C1CCN(C(=O)OCC)CC1	-1%	1%	i	7%	-11%
COc1ccccc1C(=O)NCCC(=O)N1CCN(C(C)=O)CC1	5%	-2%	1.9%	-11%	-1%
Oc1ccccc1-c1nc(/C=C/c2ccccc2)nn1-c1ccccc1	8%	1%	1.6%	35%	-18%
COc1ccc(CNC(=O)COC(=O)CN2C(=O)COc3ccccc32)cc1	-8%	-1%	1.7%	-16%	9%
Nc1ccc2c(c1)C(O)c1ccc(Cl)cc1-2 (centres undefined)	6%	·	3.4%	·	·
CCOc1cc2c3c(c1)C1(C(=O)N3C(C)(C)CC2C)C(C#N)=C(N)N2C(=C1C#N)Nc1ccccc12 (centres undefined)	2%	22µM*	5.9%	65%	-1%

3 structures out of the list, ordered by count of non-hydrogen atoms, smallest number first:
SMILES	H1N1 NS1A inhibition	M. tuberculosis HTS	inhibitors of VEEV	tuberculosis growth	Salmonella PhoP GFP	others
O=C(CC(O)(C(F)(F)F)C(F)(F)F)Nc1ccc(Cl)c(Cl)c1	-15%	?	6.6%	?	2%
Oc1ccccc1-c1nc(/C=C/c2ccccc2)nn1-c1ccccc1	8%	1%	1.6%	35%	-18%
O=C(CN(Cc1cccs1)C(=O)CNS(=O)(=O)c1ccc(F)cc1)NCc1ccco1	-5%	-6%	0.2%	-2%	-5%
